Screening data deposited in PubChem BioAssay by National Center for Advancing Translational Sciences (NCATS).
JMJD2A Tudor = blocks the human JMJD2A Tudor domain; O75164; AlphaScreen JMJD2A-Tudor / H3K4me3 peptide binding; Potency, µM (top dose mostly 114 µM), for inactives: at the highest dose activity change, negative = inhibition, usual class: inhibitors; hit rate 4.4% among 390,000; AID 504339; further: potency means the concentration at half of the fitted maximal effect; on the % scale 0 is the no-effect control and ±100 the full control effect; nearly all actives have a fitted effect of over 50% in size
GLS inhibitor = inhibitors of human glutaminase (GLS); Potency, µM (doses to about 45.5 µM), for inactives: at the highest dose activity change, negative = inhibition, hits mostly inhibitors; GLS enzymatic activity, qHTS titration; hit rate 0.21% among 410,000; O94925; AID 624170; further: potency means the concentration at half of the fitted maximal effect; on the % scale 0 is the no-effect control and ±100 the full control effect
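hKGA in 45 mM KH2PO4 (pH 8.2), 0.02% Tween-20 with compound, then 1mM L-Glutamine (stock as added) plus glutamate oxidase/HRP/Amplex red coupling mix. Fluorescence read initially and after 30 min at RT; signal change reflects glutamate formation.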
PI4K2A inh = PI4K2A (human) kinase inhibition; Q9BTU6; purified PI4K2A, ADP-Glo luminescence, 1 h; active compounds read low; activity change, negative = inhibition, % at 76.9 µM; hit rate 0.13% among 420,000; AID 1346378; in the data active means activity change below about -50%; inconclusive means mostly about -30% to -49%;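 further: -100% = wells without enzyme as full effect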
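ADP-Glo luminescence measured ADP generated by PI4K2A enzyme (4 ug/mL before mixing) with 1.2 mM PI substrate (pre-mix) and 300 microM ATP (pre-mix). Tris pH7.5 buffer with MgCl2, Triton X-100; 1 h reaction at ambient temperature.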
PGK inhibitor = T. brucei PGK inhibition; Potency, µM (series often up to 57.5 µM), without a hit: at the top dose activity change, negative = inhibition, actives largely listed as inhibitors; hit rate 0.043% among 380,000; PGK/GAPDH coupled, Kinase-Glo luminescence, 60 min; P07378; further: potency means the concentration at half of the fitted maximal effect; on the % scale 0 is the no-effect control and ±100 the full control effect; nearly all actives have a fitted effect of over 60% in size
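Luminescent ATP detection (Kinase-Glo Plus) follows a 60-minute room-temperature incubation, with wells lacking PGK as controls. Buffer: 100 mM TEA (pH 7.6), 5 mM MgCl2, 0.01% Tween-20. Coupling enzyme GAPDH (100 nM final) supplies unstable 1,3-BPG in-well.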
BAZ2B block = inhibitors of human BAZ2B bromodomain; AlphaScreen BAZ2B-H3K14Ac peptide displacement; Potency, µM (top dose mostly 114 µM), inactives show top-dose activity change, negative = inhibition, hits mostly inhibitors; hit rate 4.4% among 360,000; further: potency means the concentration at half of the fitted maximal effect; on the % scale 0 is the no-effect control and ±100 the full control effect; nearly all actives have a fitted effect of over 60% in size
Target sequence (Q9UIF8 whole entry, looked up): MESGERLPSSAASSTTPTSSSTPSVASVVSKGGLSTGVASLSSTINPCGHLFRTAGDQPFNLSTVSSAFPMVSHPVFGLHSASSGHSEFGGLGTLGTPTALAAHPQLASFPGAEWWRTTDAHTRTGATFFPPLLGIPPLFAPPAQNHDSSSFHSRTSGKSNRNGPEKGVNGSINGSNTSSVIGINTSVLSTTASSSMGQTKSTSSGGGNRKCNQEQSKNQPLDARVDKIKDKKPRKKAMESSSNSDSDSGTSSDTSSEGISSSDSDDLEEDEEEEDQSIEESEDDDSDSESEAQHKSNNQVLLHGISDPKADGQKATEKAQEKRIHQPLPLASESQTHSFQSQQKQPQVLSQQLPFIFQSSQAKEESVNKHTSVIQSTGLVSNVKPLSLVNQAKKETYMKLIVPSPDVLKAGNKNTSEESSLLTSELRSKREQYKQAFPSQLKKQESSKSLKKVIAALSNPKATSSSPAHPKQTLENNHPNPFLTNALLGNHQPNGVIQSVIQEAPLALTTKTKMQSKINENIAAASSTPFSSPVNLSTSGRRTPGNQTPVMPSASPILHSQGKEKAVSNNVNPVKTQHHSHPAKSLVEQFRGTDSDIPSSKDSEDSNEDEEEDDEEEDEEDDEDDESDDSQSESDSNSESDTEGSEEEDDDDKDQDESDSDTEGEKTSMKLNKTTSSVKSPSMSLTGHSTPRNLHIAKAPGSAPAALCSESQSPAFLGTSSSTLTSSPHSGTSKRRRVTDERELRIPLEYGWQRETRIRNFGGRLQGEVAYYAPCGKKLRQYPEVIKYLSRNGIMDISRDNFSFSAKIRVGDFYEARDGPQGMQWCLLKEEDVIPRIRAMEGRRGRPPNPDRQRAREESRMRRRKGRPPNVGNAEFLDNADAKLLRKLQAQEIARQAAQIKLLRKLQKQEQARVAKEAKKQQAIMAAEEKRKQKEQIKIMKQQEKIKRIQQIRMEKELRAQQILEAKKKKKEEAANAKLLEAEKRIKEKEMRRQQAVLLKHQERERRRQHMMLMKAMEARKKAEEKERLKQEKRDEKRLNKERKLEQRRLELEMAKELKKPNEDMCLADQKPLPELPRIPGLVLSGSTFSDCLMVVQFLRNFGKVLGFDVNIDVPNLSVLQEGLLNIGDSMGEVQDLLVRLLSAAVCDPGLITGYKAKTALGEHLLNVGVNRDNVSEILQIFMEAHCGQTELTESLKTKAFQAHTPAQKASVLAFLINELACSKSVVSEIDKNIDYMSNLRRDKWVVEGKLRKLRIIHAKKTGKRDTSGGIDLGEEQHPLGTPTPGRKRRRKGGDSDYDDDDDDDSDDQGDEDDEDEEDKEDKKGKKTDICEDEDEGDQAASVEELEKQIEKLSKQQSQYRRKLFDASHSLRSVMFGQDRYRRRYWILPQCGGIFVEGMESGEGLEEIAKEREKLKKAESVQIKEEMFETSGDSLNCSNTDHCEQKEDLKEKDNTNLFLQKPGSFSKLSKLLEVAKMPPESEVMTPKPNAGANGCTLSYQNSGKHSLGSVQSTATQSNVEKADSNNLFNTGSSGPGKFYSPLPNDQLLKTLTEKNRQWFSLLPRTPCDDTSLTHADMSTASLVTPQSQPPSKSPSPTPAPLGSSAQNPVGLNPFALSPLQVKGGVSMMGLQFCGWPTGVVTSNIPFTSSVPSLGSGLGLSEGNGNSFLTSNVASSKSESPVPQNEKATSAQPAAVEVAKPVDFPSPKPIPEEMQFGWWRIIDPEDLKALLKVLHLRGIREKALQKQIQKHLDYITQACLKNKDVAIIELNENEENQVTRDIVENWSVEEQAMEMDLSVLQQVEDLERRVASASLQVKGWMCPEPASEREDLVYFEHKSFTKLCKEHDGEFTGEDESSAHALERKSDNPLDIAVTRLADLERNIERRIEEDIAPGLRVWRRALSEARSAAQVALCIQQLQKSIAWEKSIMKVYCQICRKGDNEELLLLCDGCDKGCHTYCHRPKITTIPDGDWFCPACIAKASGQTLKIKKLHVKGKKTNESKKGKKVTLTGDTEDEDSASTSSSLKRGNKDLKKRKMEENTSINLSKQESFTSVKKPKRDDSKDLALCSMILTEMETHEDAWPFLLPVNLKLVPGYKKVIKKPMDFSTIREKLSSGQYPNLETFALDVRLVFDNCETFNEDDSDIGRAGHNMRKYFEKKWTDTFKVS
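AlphaScreen displacement: compounds (up to 110uM) incubated 30 min at room temperature with a preformed 50 nM BAZ2B/50 nM biotinylated H3K14Ac peptide complex in PBS pH 7.4 with Tween-20. Donor and acceptor beads at 10 ug/mL final added, 20 min light-protected before reading.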
G9a inh = G9a (human) methyltransferase inhibition; Q96KQ7; G9a H3K9 monomethylation, AlphaScreen, 2 h; Potency, µM (top dose mostly 102 µM), for inactives: at the highest dose activity, negative = inhibition, actives largely listed as inhibitors; hit rate 8.8% among 350,000; AID 504332; further: potency means the concentration at half of the fitted maximal effect; on the % scale 0 is the no-effect control and ±100 the full control effect; nearly all actives have a fitted effect of over 75% in size
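Chemiluminescent proximity detection of H3K9 monomethylation, read after 10 min bead incubation in the dark. Reaction: 20 nM G9a, 500 nM biotin-H3K9 peptide, 20 uM SAM cofactor, 2 h, room temperature, following 15 min enzyme-compound preincubation.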
POLH inh = inhibitors of human DNA polymerase eta; Q9Y253; recombinant Pol eta, fluorescent DNA replication assay; Potency, µM (series often up to 114 µM), for the others: at the highest dose activity change, negative = inhibition, actives largely listed as inhibitors; hit rate 1.2% among 390,000; AID 588591; further: potency means the concentration at half of the fitted maximal effect; on the % scale 0 is the no-effect control and ±100 the full control effect
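Pol eta at 10 nM preincubated with compounds 15 min at room temperature; reaction started with fluorescent substrate (50 nM final) and read kinetically at 0 and 10 min.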
HP1b chromo inh = blocks HP1-beta chromodomain binding to methylated histone tails. P83916. AlphaScreen HP1-beta / biotin-H3K9me3 peptide binding. Potency, µM (doses to about 114 µM), inactives show top-dose activity change, negative = inhibition, usual class: inhibitors. hit rate 0.56% among 390,000. AID 540317; further: potency means the concentration at half of the fitted maximal effect; nearly all actives have a fitted effect of over 70% in size; inactives centre near 23
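AlphaScreen: HP1-beta (50 nM) preformed 30 min with biotin-H3(1-18)K9me3 peptide (50 nM) in PBS pH 7.4, 0.01% Tween-20. Compound added for 30 min at RT, then streptavidin donor/nickel chelate acceptor beads (10 ug/mL) for 30 min.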
Pin1 inhibitor = blocks the human prolyl isomerase Pin1 | Q13526 | Pin1 FP peptide displacement, HiFluor488, 10 min | Potency, µM (top dose mostly 115 µM), inactives show at the top dose activity, negative = inhibition, usual class: inhibitors | hit rate 0.009% among 390,000; active means well fitted inhibition curve with a large enough effect in the polarisation, with a control signal flat, not every such curve was filed as active; inconclusive means small, poorly fitted or top-dose-only effect, or effect the other way, or a change in a side signal; inactive means no such curve, though single readings can be large or run the other way; the % refers to the polarisation; further: potency means the concentration at half of the fitted maximal effect; on the % scale 0 is the no-effect control and ±100 the full control effect
Active calls of the source: *; i = inactive; ? = inconclusive; . = no result given; & = joins results of further samples; [ ] = remark or other dose. Unless noted, the call rests on the fitted dose curve; in most records, active means well fitted curve in the direction sought with a large enough effect; inconclusive means small, poorly fitted or top-dose-only effect, or another doubt; inactive means no such curve, though single readings can be large; an effect the other way counts as inactive or inconclusive. An excerpt; rates above refer to the full screens.

JMJD2A Tudor	GLS inhibitor	PI4K2A inh	PGK inhibitor	BAZ2B block	G9a inh	POLH inh	HP1b chromo inh	Pin1 inhibitor	Compound
?	?	-3	-2%	3%	-26%	-8%	-7%	-1%	CC(CNC(=O)c1ccc(Br)o1)NC(=O)c1ccc(Br)o1 (stereo not given)
-9%	3%	9	-6%	-19%	?	-10%	25%	1%	Cc1c(C(=O)/C=C/N(C)C)nnn1-c1ccc(F)c(Cl)c1
-4%	-10%	8	14%	1%	12%	-7%	48%[activator]	5%	Cc1cc(-c2ccccc2)nc(N2CCC(C(=O)NC34CC5CC(CC(C5)C3)C4)CC2)n1
-7%	-2%	-2	2%	4%	-33%[59 µM]	-15%	52%[activator]	2%	Cc1ccc(C(=O)Nc2nc3n(n2)C(c2ccccc2)C=C(c2ccccc2)N3)cc1 (stereo not given)
-2%	4%	-3	0%	.	.	2%	19%	11%	O=C(O)c1ccccc1C(=O)N(c1ccccc1)c1ccccc1
-2%	1%	-2	-5%	1%	-2%	-2%	36%	10%	COC(=O)[C@@H](NC(=O)NCCC1=CCCCC1)C(C)C
.	3%	4	6%	.	.	-4%	.	.	O=C(COC(=O)Cc1c[nH]c2ccccc12)Nc1ccc(Cl)cc1
1.8µM*	?	-12	-16%	.	.	?	7.1µM*	-8%	CCCC(=O)NC1=C(Cl)C(=O)c2ccccc2C1=O
.	-4%	-5	i	.	.	-7%	.	.	CC(=O)c1ccccc1C(=O)N1CCC(CCC(=O)NCc2ccc(F)cc2)CC1
22%	-1%	2	5%	13%	123%[activator]	-22%	61%[activator]	-8%	Cc1ccc(NC(=O)COC(=O)Cc2cccs2)c(Br)c1
-9%	8%	2	-2%	-10%	30%	2%	27%	-5%	CCOc1ccccc1NC(=O)NCCC1=CCCCC1
-21%	8%	2	7%	.	.	-3%	3%	-4%	OCc1nc2ccccc2n1CCCCOc1ccccc1
-10%	0%	8	-3%	-19%	-30%[59 µM]	-11%	11%	9%	O=C(CNC(=O)c1ccc(Cl)cc1)OCC(=O)c1ccc2c(c1)OCCO2
79µM*	17%	-6	-6%	-36%	-40%[2.33 µM]	4%	15%	-8%	O=C1c2ccccc2NC(c2ccc(Br)o2)N1O (stereo not given)
-15%	-15%	9	-5%	-3%	?	-18%	39%[activator]	4%	CCCCn1c(N)c(N(CCC(C)C)C(=O)C2CC(=O)N(c3ccc(OC)cc3OC)C2)c(=O)[nH]c1=O (stereo not given)
-8%	1%	7	-3%	5%	?	-17%	31%	3%	CCCCn1c(=O)nc2n(-c3ccc(F)cc3)c3ccccc3cc-2c1=O
-35%	-11%	-3	-1%	-30%	-1%[59 µM]	-1%	-10%	-3%	COc1ccc(OC)c(CCNC(=O)C(C)n2c(C)c3cnn(-c4ccccc4)c(=O)c3c2C)c1 (stereo not given)
-9%	1%	8	-7%	-3%	28%	-19%	22%	-4%	COc1ccc(/C=C(\C)c2nc(C)c(-c3ccccc3)c(=O)[nH]2)cc1
1%	-6%	-1	6%	4%	-3%	-10%	25%	-5%	CS(=O)(=O)N(CC(=O)N1CCC(C(N)=O)CC1)C1CCCCC1
-32%	-3%	-6	-1%	-32%	-3%	-15%	23%	6%	O=C(COc1ncnc2cc([N+](=O)[O-])ccc12)NC(=O)NC1CCCCC1
-20%	?	0	-3%	-16%	-11%	-7%	25%	-4%	FC(F)Oc1ccc(NC(=S)N2CCc3ccccc32)cc1
2%	-5%	0	i	-9%	-23%	-12%	15%	0%	CCN(CC(=O)Nc1ccc(Cl)c(S(=O)(=O)N(C)C)c1)CC(=O)NC(C)C
-13%	24%	10	-1%	-19%	?	7%	10%	-5%	CC(=O)c1cccc(N=C2C(=O)Nc3ccccc32)c1
-10%	12%	-1	-8%	-3%	?	-19%	15%	2%	COc1cc(/C=N/O)cc(Br)c1OCC(=O)NCc1ccccc1
-18%	12%	-1	-9%	-11%	5%	-7%	10%	8%	CC1C(=NO)C(C)C(c2ccccc2)NC1c1ccccc1 (stereo not given)
-2%	9%	-1	3%	0%	18%[0.0925 µM]	0%	17%	-17%	COc1ccc(CCNC(=O)CCS(=O)(=O)c2ccc3c(c2)NC(=O)CO3)cc1OC
-5%	-3%	-3	10%	-7%	-28%[59 µM]	-14%	15%	-10%	COc1ccc(NC(=O)C2CCC(CNS(=O)(=O)c3cccc4nsnc34)CC2)cc1OC (stereo not given)
-5%	-12%	-2	-5%	0%	10%[59 µM]	-2%	25%[57 µM]	-2%	COc1ccccc1NC(=O)CN1CCN(CC(=O)Nc2ccc(F)c(F)c2)CC1
7%	0%	6	-1%	-1%	-40%	-19%	46%[activator]	4%	O=C(c1cccc(Cl)c1)C1CCCN(C(=O)c2ccoc2)C1 (stereo not given)
-17%	10%	4	i	6%	-25%	-3%	15%	?	O=C(Nc1ccccc1F)C(=Cc1sc(N2CCOCC2)nc1-c1ccccc1)C(=O)Nc1ccccc1F
-14%	-6%	2	i	-8%	1%[59 µM]	-21%	26%	-2%	Cc1cccc(NC(=O)CN2C(=O)NC(C)(c3ccc4c(c3)OCO4)C2=O)c1 (stereo not given)
-1%[11.4 µM]	9%	-4	5%	12%	31%	-16%	16%	3%	CCCCOc1nc2ccccc2nc1C(C#N)C(=O)NC1CCCCC1 (stereo not given)
-14%	-5%	-1	-9%	7%	10%[59 µM]	-14%	23%	3%	CC1OC(C)(C)OC1C1CNc2nc(NC(=O)C(C)(C)C)[nH]c(=O)c2N1C(=O)c1cccnc1 (stereo not given)
-13%	12%	2	-10%	6%	19%[59 µM]	-17%	32%	-8%	CCOC(=O)C1CCN(CCC(=O)Nc2cccc(Cl)c2)CC1
50µM*	26%	-5	5%	20µM*	2.2µM*	-24%	?	-2%	Cc1oc(-c2ccccc2)cc1C(=O)Nc1ccc(N(C)C)cc1
-23%	1%	-3	1%	7%	22%[2.33 µM]	-6%	26%	-1%	CC(C(=O)Nc1ccc(C(=O)O)cc1)N1C(=O)c2ccccc2C1=O (stereo not given)
1%	5%	4	0%	1%	-2%	7%	44%[activator]	0%	CN(C)S(=O)(=O)Oc1ccccc1C(=O)Nc1ccccc1Cl
-8%	3%	-1	-4%	-4%	24%[2.33 µM]	-13%	32%	-8%	c1ccc2c(c1)[nH]c1ccncc12
?	2%	0	-8%	-38%	?	-2%	?	-6%	CCN1C(=O)/C(=C\N2CCCCCC2)SC1=S
0%	0%	9	-4%	4%	17%[59 µM]	8%	19%	3%	COc1ccc(C)cc1S(=O)(=O)N1CCCCC1
-36%	5%	-1	-9%	-17%	50µM*	-19%	-16%	-8%	Cc1onc(-c2ccccc2)c1C(=O)NNC(=S)NC(=O)c1ccc2c(c1)OCO2
-8%[57.1 µM]	-16%	-3	0%	6%	-5%	-10%	0%	8%	CCCCOc1ccccc1C(=O)NCCCC(=O)O
-6%&-25%	8%&-5%	1&-2	4%&-10%	?	-6%[59 µM]	-10%&-17%	12%&5%	?	CCOc1ccccc1NS(=O)(=O)c1ccc(-c2cnc(C3CC3)o2)cc1
?	32%[activator]	-2	i	?	?	-19%	31%	-4%	O=C1NNC(=O)C1c1ccccc1
270%[activator]	5%	-29	-23%	166%[activator]	72%[activator][59 µM]	-10%	239%[activator]	4%	Cc1ccsc1C(=O)OCc1csc(-c2ccccc2)n1
-8%	6%	-9	-3%	-3%	3%[0.501 µM]	-5%	43%	7%	CCc1noc(C)c1C(=O)N1CCC(CCC(=O)Nc2cccc(C)c2)CC1
-3%	-4%	5	5%	12%	-7%[59 µM]	-14%	51%	-7%	Cc1ccc(-c2cc(C(F)F)n3ncc(C(=O)N4CCCc5ccccc54)c3n2)cc1
-13%	4%	1	6%	-2%	-31%	-14%	5%	-14%	CN1CCN(NC(=O)Nc2cccc(Cl)c2Cl)CC1
-3%	4%	-3	.	-2%	15%[12.7 µM]	1%	9%	-5%	COc1ccc(OC)c(CNC(=O)C2CCN(C(=O)N(C)C)CC2)c1
-6%	-4%	5	-1%	-26%	-35%	-14%	26%	15%	O=C(Nc1ccc(-c2nc3ccccc3[nH]2)cc1)c1c(F)c(F)c(F)c(F)c1F
-10%	2%	2	i	-5%	-42%	-11%	-7%	-4%	CCCn1nc(C(=O)N2CCCc3ccccc32)c2ccccc2c1=O
-2%	3%	0	i	9%	-18%[12.7 µM]	-21%	24%	3%	COc1cccc(NC(=O)COC(=O)c2cc(=O)c3ccccc3o2)c1
-14%	-16%	-1	i	-33%	50µM*	?	11%	22%	COc1ccc(Cn2c(-c3ccco3)nc3oc4cc(OC)ccc4c(=O)c3c2=O)cc1
-19%	3%	3	-1%	2%	8%	-16%	9%	-3%	O=c1[nH]ncc2c3ccccc3n(Cc3ccccc3)c12
1%	4%	0	-2%	-20%	-27%	-18%	31%	-2%	O=C(Nc1ccc(N2CCN(C(=O)c3ccco3)CC2)cc1)c1ccco1
-22%	-33%	-9	i	-16%	-1%[59 µM]	-2%	24%	0%	CCOc1ccc(CCNC(=O)c2ccc(-n3c(C)cc4c3CCCC4)cc2)cc1OCC
-11%	-3%	2	3%	-35%	7%[59 µM]	-8%	29%	?	CCn1c(O)c(/C=C2\C=Nc3ccccc32)sc1=O
-13%	-2%	4	2%	-3%	9%[59 µM]	-13%	13%[57 µM]	-2%	O=C(Cn1cnc2nc3c(cc2c1=O)CCCC3)N1CCN(c2cccc(C(F)(F)F)c2)CC1
